pPAFAH FP inh: pPAFAH enzyme inhibitors, primary screen, biochemical, fluorescence polarization, human | AID 463082, 2010 | 1.5% of 330,000 active | inhibition, % at 3.39 µM | Platelet-activating factor acetylhydrolase (Homo sapiens), Q13093 | recombinant pPAFAH, FP-rhodamine probe fluorescence polarization;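 active = inhibition above the mean inhibition across the screen plus 3 SD, cut at about 25% in these data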;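 note: inhibitors block binding of the rhodamine activity-based probe so polarization drops; 0% = enzyme with DMSO and 100% = wells lacking pPAFAH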
Target sequence (Q13093 whole entry, looked up): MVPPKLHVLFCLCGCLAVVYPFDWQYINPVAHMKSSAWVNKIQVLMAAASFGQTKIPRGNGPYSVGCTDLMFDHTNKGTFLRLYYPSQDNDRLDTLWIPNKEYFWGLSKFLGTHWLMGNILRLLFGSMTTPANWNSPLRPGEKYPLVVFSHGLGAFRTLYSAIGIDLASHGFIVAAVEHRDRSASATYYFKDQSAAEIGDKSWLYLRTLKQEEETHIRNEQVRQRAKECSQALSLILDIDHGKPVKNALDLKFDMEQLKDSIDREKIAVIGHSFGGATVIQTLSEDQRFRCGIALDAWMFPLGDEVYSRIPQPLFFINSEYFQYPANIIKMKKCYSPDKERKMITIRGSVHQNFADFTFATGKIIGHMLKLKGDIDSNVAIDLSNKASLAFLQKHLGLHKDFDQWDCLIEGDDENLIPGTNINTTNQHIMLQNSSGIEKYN
PME-1 primary: PME-1 inhibitors via competitive probe labeling, primary screen, biochemical, fluorescence polarization, FP-Rh probe, HTS; inhibition, % at 5.9 µM; recombinant PME-1; Protein phosphatase methylesterase 1 (Homo sapiens), Q9Y570; 0.53% of 320,000 active; AID 2130, 2009;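 active = inhibition above the campaign mean of all compounds plus 3 SD, cut at about 26% in these data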;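 note: competitive labeling of PME-1 active site by serine hydrolase directed probe; 0% = PME-1 with DMSO and 100% = wells lacking PME-1 enzyme; inhibitors block probe labeling so polarization falls and inhibition rises; many of its hits are not listed in these tables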
Target sequence (Q9Y570 whole entry, looked up): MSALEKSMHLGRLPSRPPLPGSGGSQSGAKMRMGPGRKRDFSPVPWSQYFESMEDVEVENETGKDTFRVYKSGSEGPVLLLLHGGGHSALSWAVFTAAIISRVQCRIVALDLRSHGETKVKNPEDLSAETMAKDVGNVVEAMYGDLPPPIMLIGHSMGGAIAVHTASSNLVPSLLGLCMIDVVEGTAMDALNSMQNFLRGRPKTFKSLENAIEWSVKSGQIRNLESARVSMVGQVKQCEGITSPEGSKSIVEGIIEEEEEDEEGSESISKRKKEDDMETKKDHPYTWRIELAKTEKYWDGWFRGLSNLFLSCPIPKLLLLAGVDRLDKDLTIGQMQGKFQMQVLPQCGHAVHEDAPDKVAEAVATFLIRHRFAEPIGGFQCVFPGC
Fam108B counter: mouse Fam108B serine hydrolase inhibitors, primary screen, counter-screen for RBBP9 inhibitor project, biochemical, fluorescence polarization; recombinant Fam108B, FP-Rh probe fluorescence polarization; inhibition, % at 9.51 µM; 0.33% of 300,000 active; AID 1947, 2009;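 active = inhibition above the screen mean inhibition plus 3 SD, computed separately per campaign, cut at about 18% in these data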;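 note: inhibitors lower polarization as less probe binds the enzyme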
PAFAH1B2 FP inh: PAFAH1B2 enzyme inhibitors, primary screen, biochemical, fluorescence polarization, human. Platelet-activating factor acetylhydrolase IB subunit alpha2 (Homo sapiens), P68402. inhibition, % at 3.39 µM. recombinant PAFAH1B2, FP-rhodamine activity probe. 1.2% of 340,000 active;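 active = inhibition above the mean of all tested compounds plus 3 SD, cut at about 24% in these data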;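 note: 0% = enzyme with DMSO and 100% = wells lacking PAFAH1B2; many of its hits are not listed in these tables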
GSTO1 inh: inhibitors of recombinant GSTO1, primary screen, counter-screen for RBBP9 inhibitor project, biochemical, fluorescence polarization; 1.1% of 300,000 active; Glutathione S-transferase omega-1 (Homo sapiens), P78417; inhibition, % at 5.96 µM; activity-based probe fluorescence polarization;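 active = inhibition above the campaign mean inhibition plus 3 SD, cut at about 35% in these data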;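 note: 0% = GSTO1-1 with DMSO and 100% = wells lacking GSTO1-1 enzyme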
LYPLA1 counter: LYPLA1 inhibitors, primary screen, counter-screen for PME1 inhibitor project, biochemical, fluorescence polarization, FP-Rh probe ABPP | Acyl-protein thioesterase 1 (Homo sapiens), O75608 | 0.16% of 320,000 active | inhibition, % at 5.9 µM | recombinant LYPLA1;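 active = inhibition above the mean of all tested compounds plus 3 SD, set per campaign, cut at about 14% in these data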;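 note: inhibitors block serine hydrolase probe labeling of LYPLA1 so polarization falls; 0% = enzyme with DMSO and 100% = wells lacking LYPLA1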
PAFAH1B3 inh: PAFAH1B3 enzyme inhibitors, primary screen, biochemical, fluorescence polarization, human | inhibition, % at 3.39 µM | 0.28% of 340,000 active | recombinant PAFAH1B3, FP-rhodamine probe | Platelet-activating factor acetylhydrolase IB subunit alpha1 (Homo sapiens), Q15102;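 active = inhibition above the screen-wide average of all tested compounds plus 3 SD, cut at about 25% in these data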;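 note: 0% = enzyme with DMSO only and 100% = wells lacking PAFAH1B3 protein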
PAD4 inh: human PAD4 inhibitors, primary screen, biochemical, fluorescence polarization, 1536-well format. Protein-arginine deiminase type-4 (Homo sapiens), Q9UM07. recombinant PAD4, RCA probe fluorescence polarization. inhibition, % at 6.36 µM. 0.41% of 330,000 active;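 active = percent inhibition above a cutoff equal to the mean of all tested compounds plus 3 SD, cut at about 15% in these data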;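 note: 0% = PAD4 with RCA probe and DMSO and 100% = probe without PAD4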
PAFAH2 FP inh: PAFAH2 enzyme inhibitors, primary screen, biochemical, fluorescence polarization, human; recombinant PAFAH2, FP-rhodamine activity probe; inhibition, % at 3.39 µM; 0.99% of 340,000 active;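 active = inhibition above the mean over all tested compounds plus 3 SD, cut at about 30% in these data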;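 note: inhibitors block probe labeling of enzyme so polarization drops; 0% = enzyme with DMSO and 100% = wells lacking PAFAH2 protein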
Numbers without * were called inactive; . = no result given.

structure,pPAFAH FP inh,PME-1 primary,Fam108B counter,PAFAH1B2 FP inh,GSTO1 inh,LYPLA1 counter,PAFAH1B3 inh,PAD4 inh,PAFAH2 FP inh
COc1ccc(C(=O)N2CCN=C2c2ccccc2)cc1OC,5,-3,4,-3,1,1,-1,3,3
Cc1ccc(F)cc1NC(=O)CSc1ncccn1,3,-2,-3,2,7,-2,2,-2,-2
CCc1cccc(NC(=O)CCC(=O)O)c1,1,2,0,8,2,4,4,-4,3
CC1=NN(c2ccccc2)C(=O)/C1=C\N1CC(C)OC(C)C1 (stereo not drawn),1,-1,2,9,-7,0,7,-1,8
Cc1nn(CCCC(=O)NCCc2ccccc2)c(=O)c2nn(-c3ccccc3)c(C)c12,7,-1,2,-1,-3,1,1,-2,0
O=C(COc1ccccc1Cl)Nc1nnc(S(=O)(=O)N2CCCC2)s1,3,0,0,1,-57,-2,11,1,15
O=C1OCCN1c1c(-c2ccccc2)c(N2CCOCC2)nc2ccccc12,3,8,4,5,4,2,-8,1,1
Cc1cc(C)n(-c2ccc(C(=O)Nc3ccc4c(c3)OCCO4)cc2)n1,5,2,-3,1,-4,-1,6,2,1
COc1ccc(CCNC(=O)CNS(=O)(=O)c2ccc(Br)cc2)cc1,-4,-1,0,10,-3,-2,-2,1,-2
CC(C)C(OC(=O)c1cccs1)C(=O)NCCc1ccccc1 (stereo not drawn),0,4,-3,7,-5,0,2,3,-4
Cc1ccc(C(C)C)c(OCC(=O)N/N=C2\CC(=O)CC(C)(C)C2)c1,-2,3,-3,-3,9,0,-1,-2,-3
O=C(O)CC(=O)Nc1ccccc1C(=O)O,5,2,1,5,0,-3,2,-4,9
S=C(NC1CC1)N1CCc2ccccc2C1,2,2,-1,7,14,3,-3,1,-29
CSc1ccc(CN2CCN(CC=C(C)C)C(CCO)C2)cc1 (stereo not drawn),25*,1,1,-1,6,6,10,3,-5
Cc1ccc(C(=O)OC(C)C(=O)Nc2ccc3c(c2)OCO3)c(O)c1 (stereo not drawn),7,-2,.,7,.,2,10,0,4
O=C(Nc1cccnc1)C1CC(c2ccccc2O)=NO1 (stereo not drawn),-1,0,1,0,11,1,12,6,4
CCOC(=O)N1CCN(C(=O)c2cnn(-c3ccccc3)c2NC(=O)c2ccccc2F)CC1,3,2,2,4,6,1,2,1,8
Cc1sc2ncnc(N3CCCCC3C)c2c1C (stereo not drawn),1,10,9,-2,-3,-1,-8,-3,7
CC(C)c1nc(SCC(=O)Nc2ccc3c(c2)OCCO3)n[nH]1,4,4,1,0,8,0,6,-1,-1
COc1ccc(CC(=O)NNC(=O)CSc2ccc(C)cc2)cc1,-2,4,-1,4,-5,-1,5,-3,-2
Cc1cc(C(=O)NCc2ccco2)c2cc(F)ccc2n1,5,1,3,7,11,2,1,-2,4
CC1CC(C)CN(S(=O)(=O)N2CCCC(C(=O)NCCCN3CCCCC3C)C2)C1 (stereo not drawn),5,5,3,6,4,3,3,1,2
O=C(NCc1cccs1)[C@@H]1CSC2c3ccccc3C(=O)N21 (stereo partly drawn),6,1,-2,3,-3,-1,2,-3,-6
CC(=O)NC1(c2nnnn2CCOC(=O)Nc2ccc(Cl)cc2)CCCCC1,-3,0,-4,7,5,-3,-2,0,1
Cc1cc(-c2ccc(C)c(S(=O)(=O)NCCc3ccco3)c2)on1,3,2,1,1,3,-1,4,0,10
CCCCn1c(SCc2c(C)noc2C)nc2cc(S(N)(=O)=O)ccc21,9,1,9,-1,-4,0,5,1,3
O=C(O)c1cn(-c2ccc(F)cc2)c2cc(Cl)c(F)cc2c1=O,3,-6,2,1,2,1,3,-2,-5
O=C(NCc1ccc2c(c1)OCO2)c1n[nH]c(=O)c2ccccc12,4,0,-1,4,1,2,9,-1,2
CCOc1cc(NC(=S)NCCCN2CCOCC2)c(OCC)cc1NC(=O)c1cccc(C)c1,-4,3,0,3,0,-2,-2,-2,-2
Nc1sc(-c2ccccc2)cc1-c1n[nH]c(=S)n1C1CCCCC1,3,8,8,.,-2,-2,.,-1,.
CCCc1nc(S(=O)(=O)Cc2ccc(Cl)cc2Cl)n[nH]1,2,0,-2,6,6,1,-5,0,-3
Cc1nn(-c2ccc(Cl)c(Cl)c2)c(C)c1C(=O)O,2,1,0,8,5,0,0,1,8
Cc1[nH]nc(SCC(=O)NCc2ccc(F)cc2)c1[N+](=O)[O-],5,7,-3,-2,4,2,-2,-5,3
CC(C)CC(=O)Nc1ccc(S(=O)(=O)N2CCCC2)cc1,5,0,2,6,2,-1,2,4,-1
COc1ccc(-n2c(Cn3nnc4ccccc43)nnc2SCC(=O)O)cc1,-6,-4,1,2,-2,-1,4,1,7
CCc1nnc(NC(=O)CSc2nc3c(cc2C#N)CCCC3)s1,-1,12,-2,3,19,2,1,-1,-3
CSc1nsc(SCC(=O)Nc2ccc(Cl)c(C(=O)O)c2)n1,5,2,-1,5,6,0,3,2,-1
COc1ccc(N(C(=O)c2cccc(OC)c2OC)C2C=CS(=O)(=O)C2)c(OC)c1 (stereo not drawn),1,0,-2,9,3,-1,8,6,-1
CCOc1ccc(N2C(=O)C3C4C=CC([C@H]5CC45)[C@@H]3C2=O)cc1 (stereo partly drawn),0,3,-1,6,-1,2,8,-3,2
CC(=O)NNc1[nH]c2c(c(=O)c1[N+](=O)[O-])c(=O)n(C)c(=O)n2C,3,-2,8,-4,-1,2,6,4,3
O=C(O)CC/C(=N/NC(=O)CNC(=O)c1ccc2c(c1)OCCO2)c1ccccc1,-3,-13,-6,-4,5,2,9,-9,14
Cc1ccc(NC(=O)CN(C)C(=O)CSc2nc3ccccc3c(=O)n2Cc2ccco2)cc1,3,3,-4,-4,-12,-2,-5,0,-2
CC(C)n1cnnc1SCC(=O)Nc1cccc(S(=O)(=O)N(C)c2ccccc2)c1,-2,1,-2,3,0,-1,0,-3,9
Fc1ccccc1N1CCN(Cc2nc(-c3ccc(Cl)cc3Cl)no2)CC1,2,2,-2,-3,4,0,5,-4,0
O=C(Cc1ccc(F)cc1)Nc1c2c(nn1-c1cccc(Cl)c1)CS(=O)C2 (stereo not drawn),3,-3,2,5,3,-1,4,3,2
CCOc1ccc(-n2c(CCc3ccccc3)n[nH]c2=S)cc1,-1,-5,-5,2,4,4,0,4,2
C=CCn1c(O)c(C(CC)=Nc2ccccc2NC(=O)CC)c(=O)[nH]c1=O,2,-12,2,4,4,-3,0,-2,0
O=C(NNC(=O)C12CC3CC(CC(C3)C1)C2)c1ccccc1F,3,5,2,9,1,-1,9,3,14
Cc1nnc2n(-c3ccccc3)c(=O)c3c4c(sc3n12)CC(C)CC4 (stereo not drawn),2,-5,5,5,6,-1,12,-4,4
COc1ccc(CN2C(=O)CN=C2Nc2cc(C)ccc2C)cc1,1,0,-2,5,-15,-2,-1,1,-7
CC(CCc1ccccc1)NC(=O)C1CCN(S(=O)(=O)c2ccc(F)cc2)CC1 (stereo not drawn),1,5,2,8,6,-2,0,3,9
O=C(c1cc2cccc([N+](=O)[O-])c2oc1=O)N1CCOCC1,5,5,3,0,1,-1,6,4,-12
CNC(=S)NNC(=O)c1oc2nc(-c3ccccc3)cc(C)c2c1N,4,-4,0,0,3,-2,-3,-2,2
COc1ccccc1CC(=O)Nc1ccc2c(c1)OC1(CCCC1)O2,0,.,.,7,.,.,10,-5,3
Nc1nc2ncc(C(=O)c3cc(F)ccc3O)cc2s1,1,-6,3,4,0,-3,3,-4,5

Arranged by heavy-atom count (largest number first): some entries from above.
structure,pPAFAH FP inh,PME-1 primary,Fam108B counter,PAFAH1B2 FP inh,GSTO1 inh,LYPLA1 counter,PAFAH1B3 inh,PAD4 inh,PAFAH2 FP inh
CCOc1cc(NC(=S)NCCCN2CCOCC2)c(OCC)cc1NC(=O)c1cccc(C)c1,-4,3,0,3,0,-2,-2,-2,-2
Cc1ccc(NC(=O)CN(C)C(=O)CSc2nc3ccccc3c(=O)n2Cc2ccco2)cc1,3,3,-4,-4,-12,-2,-5,0,-2
CC(C)n1cnnc1SCC(=O)Nc1cccc(S(=O)(=O)N(C)c2ccccc2)c1,-2,1,-2,3,0,-1,0,-3,9
CC(=O)NC1(c2nnnn2CCOC(=O)Nc2ccc(Cl)cc2)CCCCC1,-3,0,-4,7,5,-3,-2,0,1
O=C(Cc1ccc(F)cc1)Nc1c2c(nn1-c1cccc(Cl)c1)CS(=O)C2 (stereo not drawn),3,-3,2,5,3,-1,4,3,2
Cc1cc(C)n(-c2ccc(C(=O)Nc3ccc4c(c3)OCCO4)cc2)n1,5,2,-3,1,-4,-1,6,2,1
Cc1nnc2n(-c3ccccc3)c(=O)c3c4c(sc3n12)CC(C)CC4 (stereo not drawn),2,-5,5,5,6,-1,12,-4,4
COc1ccc(CC(=O)NNC(=O)CSc2ccc(C)cc2)cc1,-2,4,-1,4,-5,-1,5,-3,-2
COc1ccc(C(=O)N2CCN=C2c2ccccc2)cc1OC,5,-3,4,-3,1,1,-1,3,3
O=C(NCc1cccs1)[C@@H]1CSC2c3ccccc3C(=O)N21 (stereo partly drawn),6,1,-2,3,-3,-1,2,-3,-6
CC(C)CC(=O)Nc1ccc(S(=O)(=O)N2CCCC2)cc1,5,0,2,6,2,-1,2,4,-1
Nc1nc2ncc(C(=O)c3cc(F)ccc3O)cc2s1,1,-6,3,4,0,-3,3,-4,5
Cc1ccc(F)cc1NC(=O)CSc1ncccn1,3,-2,-3,2,7,-2,2,-2,-2
O=C(O)CC(=O)Nc1ccccc1C(=O)O,5,2,1,5,0,-3,2,-4,9

Assay outcomes deposited in PubChem by The Scripps Research Institute Molecular Screening Center.

Not all compounds are listed; count on the stated rates, not on these rows.
